FEN1 inh: qHTS Assay for the Inhibitors of Human Flap endonuclease 1 (FEN1) | Recombinant FEN1 flap cleavage, fluorescence, 15 min | 0.35% of 390,000 active | Potency, µM (series often up to 114 µM), for the others: top-dose activity change, negative = inhibition, hits mostly inhibitors; also: nearly all actives have a fitted effect of over 65% in size
Target sequence (P39748 whole entry, looked up): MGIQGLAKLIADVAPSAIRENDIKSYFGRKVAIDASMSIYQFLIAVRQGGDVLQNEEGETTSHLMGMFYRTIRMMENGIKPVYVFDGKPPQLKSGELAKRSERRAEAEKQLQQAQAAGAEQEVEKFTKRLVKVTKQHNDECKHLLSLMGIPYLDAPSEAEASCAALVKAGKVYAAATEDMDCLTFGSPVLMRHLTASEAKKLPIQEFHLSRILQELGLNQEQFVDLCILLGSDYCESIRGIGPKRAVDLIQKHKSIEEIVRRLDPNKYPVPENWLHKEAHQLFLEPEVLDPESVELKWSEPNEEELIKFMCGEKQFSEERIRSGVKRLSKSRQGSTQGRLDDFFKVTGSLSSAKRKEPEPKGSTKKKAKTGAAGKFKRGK
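Quantitative HTS format: each compound was titrated, incubated with 10 nM nuclease for 15 min at room temperature, then challenged with flap substrate at 50 nM final. Signal change over 15 min gave concentration–effect curves.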
TDP1 inh: qHTS Assay for Inhibitors of Tyrosyl-DNA Phosphodiesterase (TDP1); Tyrosyl-DNA phosphodiesterase 1 (Homo sapiens), Q9NUW8; recombinant TDP1, AlphaScreen DNA substrate cleavage; Potency, µM (top dose mostly 130 µM), without a hit: top-dose activity change, negative = inhibition, actives largely listed as inhibitors; 0.28% of 350,000 active; AID 485290, 2010; also: nearly all actives have a fitted effect of over 40% in size
Target sequence (Q9NUW8 whole entry, looked up): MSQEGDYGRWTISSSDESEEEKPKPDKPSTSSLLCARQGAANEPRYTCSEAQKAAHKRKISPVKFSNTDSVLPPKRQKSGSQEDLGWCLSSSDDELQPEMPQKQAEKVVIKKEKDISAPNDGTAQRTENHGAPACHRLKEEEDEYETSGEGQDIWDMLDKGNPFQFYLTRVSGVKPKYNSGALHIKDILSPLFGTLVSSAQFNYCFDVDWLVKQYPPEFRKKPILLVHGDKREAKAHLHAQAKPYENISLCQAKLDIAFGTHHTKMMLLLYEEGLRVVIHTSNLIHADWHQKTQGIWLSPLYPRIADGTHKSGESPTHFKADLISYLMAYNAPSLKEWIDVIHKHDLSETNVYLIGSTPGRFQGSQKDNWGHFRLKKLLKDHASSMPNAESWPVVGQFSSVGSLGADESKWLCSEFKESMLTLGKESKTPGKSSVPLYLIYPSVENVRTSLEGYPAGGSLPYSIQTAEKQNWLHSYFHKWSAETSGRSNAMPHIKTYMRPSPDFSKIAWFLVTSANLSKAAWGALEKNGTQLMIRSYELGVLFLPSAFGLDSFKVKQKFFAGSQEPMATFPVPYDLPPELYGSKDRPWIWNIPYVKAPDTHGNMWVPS
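E. coli-derived human Tdp1, 1 nM final. Cpd preinc 15 min RT; substrate 15 nM final, 5 min RT; AS bead mix 10 ug/ml final, 10 min RT. Signal loss = tyrosine-FITC cleavage. No-enzyme wells = max signal.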
N370S GC: qHTS Assay for Inhibitors and Activators of N370S glucocerebrosidase as a Potential Chaperone Treatment of Gaucher Disease | Potency, µM (highest dose often 59.4 µM), for inactives: at the highest dose activity change, negative = inhibition, actives largely listed as inhibitors | Lysosomal acid glucosylceramidase (Homo sapiens), P04062 | 0.092% of 330,000 active | N370S GC spleen homogenate, 4MU-glucoside fluorescence;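 also: 0% = full enzyme activity and -100% = no enzyme basal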
* hit, by the source's call; & = joins results of further samples; [ ] = dose if it differs, or a comment. Calls follow the shape of the dose curve; as a rule, active = well fitted curve in the direction sought with a large enough effect; inconclusive = small, poorly fitted or top-dose-only effect, or another doubt; inactive = no such curve, though single readings can be large; an effect the other way counts as inactive or inconclusive. Unless noted, % is scaled to controls: 0 for no effect and ±100 for the full control effect; potency is read from the fitted curve at half-maximal effect.

How did N#CC1=C2SCN(Cc3ccco3)CN2C(=O)CC1c1ccc(Cl)cc1 (stereo not given) do in these assays?
FEN1 inh: -7.8%; TDP1 inh: 2.1%; N370S GC: 1.5%

Results for CC(C)(CO)CNC(=O)CCc1nnc(Cc2ccc(-c3ccccc3)cc2)o1 ?
FEN1 inh: 0.9%; TDP1 inh: 5.1%; N370S GC: -7.2%

What do the screens show for `O=C(NN(C(=O)c1ccccc1)c1ccccc1)c1ccccc1`?
FEN1 inh: -3.1%; TDP1 inh: 70.8µM*; N370S GC: -18.1%

What do the screens show for `O=c1[nH]c2cc(S(=O)(=O)CCO)ccc2o1`?
FEN1 inh: -5.9%; TDP1 inh: -14.1%; N370S GC: 0.0%

How did CCOC(=O)c1c(C)[nH]c(C)c1S(=O)(=O)N(C)CC(=O)Nc1ccc(C)cc1C do in these assays?
FEN1 inh: 0.1%; TDP1 inh: 2.6%

How did Cc1ccc(C(c2sc3nc(-c4ccco4)nn3c2O)N2CCCCC2)cc1 (stereo not given) do in these assays?
FEN1 inh: -1.1%; TDP1 inh: 5.2%

Results for CSc1nc(N)c2ncn([C@@H]3O[C@H](COP(=O)(O)OP(=O)(O)OP(=O)(O)O)[C@H](O)[C@H]3O)c2n1 ?
TDP1 inh: -6.3%[56.1 µM]; N370S GC: 3.9%

What do the screens show for `CCN(C(=O)c1cccs1)C1CCS(=O)(=O)C1` (stereo not given)?
FEN1 inh: 2.4%; N370S GC: -9.6%

What do the screens show for `CCOC(=O)CSc1nc(C2CC2)cc(-c2ccc(F)cc2)c1C#N`?
FEN1 inh: -7.0%; TDP1 inh: -5.1%; N370S GC: 18.6%

Results for CCOC(=O)C1(Cc2ccc(O)cc2)NC(c2ccccc2F)C2C(=O)N(C)C(=O)C21 (stereo not given) ?
FEN1 inh: 9.6%; TDP1 inh: -2.1%; N370S GC: 1.1%

What do the screens show for `CCN1CCN(CC(O)COc2ccc(Cl)cc2)CC1` (stereo not given)?
FEN1 inh: 0.3%; TDP1 inh: 0.0%; N370S GC: 4.8%

Results for CC(=O)Nc1ccc(Nc2ccc(S(=O)(=O)C(F)(F)F)cc2[N+](=O)[O-])cc1 ?
FEN1 inh: 4.8%; TDP1 inh: -2.7%; N370S GC: 7.9%

How did Cn1cc(Cl)c(C(=O)Nc2cnn(Cc3ccc(F)cc3)c2)n1 do in these assays?
FEN1 inh: 1.0%; TDP1 inh: 5.3%; N370S GC: -12.3%

What do the screens show for `COc1ccc(C2=NO[C@@H]3C(=O)N(Cc4ccccc4)C(=O)[C@H]23)c(OC)c1`?
FEN1 inh: -8.5%; TDP1 inh: 2.8%; N370S GC: 17.8%

Results for c1ccc(CN2CCN(c3nc4ccccc4c4ccccc34)CC2)cc1 ?
FEN1 inh: -12.6%; TDP1 inh: 1.4%; N370S GC: 0.8%

Results for O=C(CCC(=O)N1CCOc2ccccc21)NCc1cccs1 ?
FEN1 inh: 1.1%; TDP1 inh: 0.0%

Results for O=C(NCCc1ccccc1)C1CC1 ?
FEN1 inh: -21.4%; N370S GC: -13.8%

Results for CC(C)(Oc1ccc(Cl)cc1)C(=O)OCn1nnc2ccccc2c1=O ?
FEN1 inh: 0.3%; TDP1 inh: 0.0%; N370S GC: 9.2%

Results for CN(C)/N=C/c1cc(Cl)cc([N+](=O)[O-])c1O ?
FEN1 inh: -2.5%; TDP1 inh: 7.9%; N370S GC: -2.7%

How did COc1ccc2c(c1OC)C(=O)N1N=C(c3ccccc3)CC21 (stereo not given) do in these assays?
FEN1 inh: -9.1%; TDP1 inh: 0.0%; N370S GC: 8.4%

What do the screens show for `Cc1ccc(NC(=O)c2sc3ncnc(N4CCN(c5ccccn5)CC4)c3c2C)c(C)c1`?
FEN1 inh: -16.8%; TDP1 inh: 4.7%; N370S GC: -13.9%

How did O=C(Nc1ccc(Br)cc1)N1CCc2ccccc2C1 do in these assays?
FEN1 inh: -6.3%; TDP1 inh: -0.1%[56.1 µM]; N370S GC: -0.5%

Results for CCCCNC(=O)c1ccc2c(c1)NC(=O)C(C(C)C)N2 (stereo not given) ?
FEN1 inh: 13.4%; TDP1 inh: 0.9%

Results for Cc1cc(N2CCC(C)CC2)c(F)cc1[N+](=O)[O-] ?
FEN1 inh: -0.1%; TDP1 inh: 2.6%; N370S GC: 3.4%

What do the screens show for `CCOC(=O)c1ccccc1NC(=O)COC`?
FEN1 inh: 10.5%; TDP1 inh: 8.7%; N370S GC: 4.5%

Results for COc1ccc(OC)c(/C=N/NC(=O)C(=O)NCc2cccnc2)c1 ?
FEN1 inh: 1.5%; TDP1 inh: inconclusive; N370S GC: 3.8%

Results for CSc1ccc(CCNC(=O)C2=C(C)C(=O)OC23CCCCC3)cc1 ?
FEN1 inh: -12.8%; TDP1 inh: 1.2%

How did O=C(CN1C(=O)NC(CCc2ccccc2)C1=O)NC1CC1 (stereo not given) do in these assays?
FEN1 inh: 1.1%; TDP1 inh: -1.2%; N370S GC: -2.5%

Results for CC(C)OCCCNC(=O)C(C)Oc1ccccc1 (stereo not given) ?
FEN1 inh: 7.2%; TDP1 inh: 7.9%; N370S GC: 6.5%

Results for CCOc1cc2c(cc1OCC)C(c1ccc(OC)c(OC)c1)N(c1ccc(C(=O)O)cc1)C(=O)C2 (stereo not given) ?
FEN1 inh: -0.9%; TDP1 inh: 8.2%; N370S GC: 3.2%

Results for COc1ccc(-c2nnc3n2N=C(c2ccccc2)CS3)cc1OC ?
TDP1 inh: 7.0%; N370S GC: 5.5%

Results for CC1=CC(C)C(C(=O)O)C(C(=O)Nc2cccnc2)C1 (stereo not given) ?
FEN1 inh: -11.0%; TDP1 inh: 0.0%; N370S GC: 3.1%

What do the screens show for `CC1(C)Cc2nc(Cl)c(C#N)cc2CO1`?
FEN1 inh: -2.5%; TDP1 inh: 2.5%; N370S GC: 3.2%

What do the screens show for `O=S(O)OC1CS(=O)(=O)CC1c1ccccc1` (stereo not given)?
FEN1 inh: -12.8%; N370S GC: -5.6%

What do the screens show for `CCCCCC(C)n1[nH]c(=O)cc1N` (stereo not given)?
FEN1 inh: -3.6%; TDP1 inh: 2.3%; N370S GC: 2.4%

Results for CCOc1ncccc1C(=O)NNC(=O)CSc1ccc(Cl)cc1 ?
FEN1 inh: -7.6%; TDP1 inh: 0.3%

How did NC(=O)CSc1ccc(Br)cc1 do in these assays?
FEN1 inh: 9.7%; TDP1 inh: 2.2%; N370S GC: -2.4%

How did CCC(C)(C)n1nnnc1C(C(C)C)N(Cc1cccnc1)Cc1ccco1 (stereo not given) do in these assays?
FEN1 inh: 5.7%; TDP1 inh: 5.1%; N370S GC: -13.4%

How did CCOC(=O)C1=C(C)NC(SCC(=O)O)=C(C#N)C1c1ccco1 (stereo not given) do in these assays?
FEN1 inh: -7.5%; TDP1 inh: -1.0%; N370S GC: 1.1%

How did COc1ccccc1NC(=O)CC(NC1CCCCC1)C(=O)O (stereo not given) do in these assays?
FEN1 inh: -3.9%; TDP1 inh: -1.9%; N370S GC: 5.7%

Results for COc1ccc(NC(=O)Cc2ccc(NC(=O)N3CCCCc4ccccc43)cc2)c(OC)c1 ?
FEN1 inh: 8.8%; TDP1 inh: 8.4%

Results for COc1ccc(C(CNC(=O)C(=O)NC2CCCCC2)N2CCN(C)CC2)cc1 (stereo not given) ?
FEN1 inh: -4.6%; N370S GC: -0.1%

Results for Cc1cc(C)cc(NC(=O)N2CCC3(CC2)Oc2ccccc2C(=O)N3Cc2ccccc2F)c1 ?
FEN1 inh: -1.8%; TDP1 inh: 1.0%

How did C=CCn1c(C(CC)CC)nc2ccccc21 do in these assays?
FEN1 inh: -1.3%; TDP1 inh: -2.8%; N370S GC: -0.7%

What do the screens show for `COC(Cc1n[nH]c(=S)n1-c1ccccc1)OC`?
FEN1 inh: 3.0%; TDP1 inh: inconclusive; N370S GC: -3.1%

How did Cc1cccc(OCC(=O)N(Cc2ccco2)C2CCS(=O)(=O)C2)c1 (stereo not given) do in these assays?
FEN1 inh: 7.2%; N370S GC: -22.5%

What do the screens show for `CC(=O)Nc1ccc(SCC(=O)Nc2oc(C)c3c(C)n[nH]c(=O)c23)cc1`?
FEN1 inh: -2.3%; N370S GC: -4.3%

What do the screens show for `CCn1cc(CN2N=C(C)CC2c2ccccc2)c(C)n1` (stereo not given)?
FEN1 inh: 4.4%; TDP1 inh: 8.1%; N370S GC: 4.8%

Results for CCCn1cc(S(=O)(=O)c2ccccc2)c(=O)c2cc(OC)c(OC)cc21 ?
FEN1 inh: 6.6%; TDP1 inh: 4.1%; N370S GC: 0.8%

How did COC(=O)c1scc(S(=O)(=O)C(C)C)c1N/N=C(\C#N)C(=O)c1ccc(Cl)cc1 do in these assays?
FEN1 inh: -9.8%; TDP1 inh: 8.2%; N370S GC: -2.2%

Results for O=C(O)c1ccccc1C(=O)Nc1cc(C(F)(F)F)ccc1N1CCCC1 ?
FEN1 inh: -16.4%; N370S GC: 23.0%

Results for NS(=O)(=O)c1cc([C@@]2(O)NC(=O)c3ccccc32)ccc1Cl ?
TDP1 inh: 4.6%[21 µM]; N370S GC: 3.1%[21.6 µM]

What do the screens show for `CCN(CC)CC#CC(C)OCOCC#CCOC` (stereo not given)?
FEN1 inh: -7.2%; TDP1 inh: -4.1%; N370S GC: 3.2%

What do the screens show for `Cc1ccc(Cn2ccc(NC(=O)c3cc(-c4ccc(Br)cc4)on3)n2)cc1`?
FEN1 inh: 1.7%; TDP1 inh: -4.7%; N370S GC: 3.5%

How did Cc1c(O)ccc2c3c(c(=O)oc12)CCC(C)C3 (stereo not given) do in these assays?
FEN1 inh: 9.9%; TDP1 inh: 3.2%; N370S GC: inconclusive

Results for C=CCc1cccc2cc(C(=O)NCc3ccc(C(=O)OCC)o3)c(=O)oc12 ?
FEN1 inh: -6.7%; TDP1 inh: -2.0%; N370S GC: 7.1%

Results for CCCc1ccc(OCC(O)CN2CCN(c3ccccc3)CC2)cc1 (stereo not given) ?
FEN1 inh: -21.6%&7.8%; TDP1 inh: 3.1%; N370S GC: 2.6%

Results for O=C(CSc1nnc(CNC(=O)c2c(F)cccc2F)o1)NCC1CCCO1 (stereo not given) ?
FEN1 inh: 4.0%; TDP1 inh: 1.7%; N370S GC: -10.6%

Results for O=C(NC1Cc2ccccc2C1)c1cc(COc2cccc(C(F)(F)F)c2)on1 ?
FEN1 inh: -12.9%; TDP1 inh: -0.1%; N370S GC: -5.3%

What do the screens show for `Fc1ccccc1-n1ncc2c1ncn1nc(COc3ccc(Cl)cc3)nc21`?
FEN1 inh: -1.8%; TDP1 inh: 1.2%

Reprinted at random: 3 compounds from above.
How did C=CCn1c(C(CC)CC)nc2ccccc21 do in these assays?
FEN1 inh: -1.3%; TDP1 inh: -2.8%; N370S GC: -0.7%

How did COC(=O)c1scc(S(=O)(=O)C(C)C)c1N/N=C(\C#N)C(=O)c1ccc(Cl)cc1 do in these assays?
FEN1 inh: -9.8%; TDP1 inh: 8.2%; N370S GC: -2.2%

How did Cc1cccc(OCC(=O)N(Cc2ccco2)C2CCS(=O)(=O)C2)c1 (stereo not given) do in these assays?
FEN1 inh: 7.2%; N370S GC: -22.5%

(cont.)
How did Cc1oc2ccc(OC(=O)c3cccs3)cc2c1C(=O)OC(C)C do in these assays?
FEN1 inh: -4.2%; TDP1 inh: -3.6%; N370S GC: 11.6%

What do the screens show for `CCc1ccc(C(O)(C(C)C)C(CN2CCOCC2)c2ccccc2)cc1` (stereo not given)?
FEN1 inh: 5.4%; N370S GC: -15.1%

How did CSCC[C@H](NC(=O)c1ccc(Br)o1)c1nnc2ccccn12 do in these assays?
FEN1 inh: -13.9%; TDP1 inh: 0.9%; N370S GC: -5.5%

How did COc1ccc(/C=N/NC(=O)c2snnc2C)c(OC)c1OC do in these assays?
FEN1 inh: -14.7%; TDP1 inh: 3.8%; N370S GC: -2.3%

What do the screens show for `O=C(COC(=O)COc1ccc(Cl)cc1)Nc1ccc2c(c1)OCCO2`?
FEN1 inh: 2.9%; TDP1 inh: 2.4%

Results for Cc1cc(C)c(NC(=O)c2cc(S(=O)(=O)N3CCOCC3)ccc2F)c(C)c1 ?
FEN1 inh: -6.4%; TDP1 inh: 1.1%; N370S GC: -3.3%

Results for O=C1NCCN(Cc2ccc(F)cc2)C1CC(=O)N1CC=C(c2ccccc2)CC1 (stereo not given) ?
FEN1 inh: -2.6%; N370S GC: -7.5%

What do the screens show for `c1ccc(-n2c(SCC3CCCCO3)nnc2-c2cnccn2)cc1` (stereo not given)?
FEN1 inh: 6.5%; TDP1 inh: 3.1%; N370S GC: -12.5%

Arranged by length of the SMILES (smallest number first): 3 of the compounds above
What do the screens show for `CCOC(=O)c1ccccc1NC(=O)COC`?
FEN1 inh: 10.5%; TDP1 inh: 8.7%; N370S GC: 4.5%

Results for c1ccc(CN2CCN(c3nc4ccccc4c4ccccc34)CC2)cc1 ?
FEN1 inh: -12.6%; TDP1 inh: 1.4%; N370S GC: 0.8%

Results for CC(C)(Oc1ccc(Cl)cc1)C(=O)OCn1nnc2ccccc2c1=O ?
FEN1 inh: 0.3%; TDP1 inh: 0.0%; N370S GC: 9.2%

Screens: PubChem, National Center for Advancing Translational Sciences (NCATS)
